Compound activity from PubChem.
M. tuberculosis HTS – M. tuberculosis growth inhibition, HTS (AID 449762); M. tuberculosis H37Rv growth inhibition, 7H9 media; higher % means a stronger effect; inhibition, % at 25 µM; hits with a dose series show IC50 in µM; 0.59% of 330,000 active; in the data active = a potency from the dose series; inconclusive = inhibition above about 70% without an active follow-up result;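 also: bacterial growth assessed after seven days of incubation; strong numbers were not always called active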
H1N1 NS1A inhibition – H1N1 influenza NS1A inhibitors, functional cell based assay (AID 504329) | NS1A functional cell-based assay, percent inhibition; higher % means a stronger effect | one-dose inhibition, % at 12.5 µM; IC50 in µM for titrated hits | 0.3% of 340,000 active; in the data active = a potency from the dose series; inconclusive = inhibition above about 27% without an active follow-up result; also: strong numbers were not always called active
Salmonella PhoP GFP – Inhibition of PhoP regulon, Salmonella typhi GFP reporter cells, confirmation, 4 h (AID 1850); Salmonella Typhi PhoP-promoter GFP reporter, fluorescence, 4 h; higher % means a stronger effect; one-dose inhibition, % at 50 µM; IC50 in µM for titrated hits; 0.33% of 310,000 active; in the data active = a potency from the dose series; inconclusive = inhibition mostly from about 25% at the one dose, without a potency; inactive = the rest, 99 in 100 with inhibition below about 19%;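 also: 0% = induced wells with vehicle and 100% = uninduced wells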
tuberculosis growth – growth inhibition of non-replicating M. tuberculosis (AID 488890); Mycobacterium tuberculosis non-replicating, growth inhibition; higher % means a stronger effect; inhibition, % at 25 µM; hits with a dose series show IC50 in µM; 0.39% of 320,000 active; in the data active = a potency from the dose series; inconclusive = inhibition mostly from about 82% at the one dose, without a potency; inactive = the rest, 99 in 100 with inhibition below about 76%;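 also: plate controls were DMSO cells for no effect and high antibiotic wells for full effect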
VEEV TC-83 Vero – inhibitors of VEEV TC-83 cytopathic effect, confirmation, Vero cells (AID 588727) | Vero cells, VEEV TC-83 cytopathic effect inhibition; higher % means a stronger effect | inhibition, % at 20 µM; hits with a dose series show IC50 in µM | 0.13% of 350,000 active; in the data active = a potency from the dose series; inconclusive = inhibition mostly from about 14% at the one dose, without a potency; inactive = the rest, 99 in 100 with inhibition below about 12%; also: strong numbers were not always called active
VEEV TC-83 Vero 10K pilot screen – second read-out of VEEV TC-83 Vero, no call of its own (marks repeat the call); inhibition, %; measured here: 10K pilot screen inhibition
The depositor's hits bear a star; i = inactive; ? = inconclusive; . = not tested or not shown.

SMILES | M. tuberculosis HTS | H1N1 NS1A inhibition | Salmonella PhoP GFP | tuberculosis growth | VEEV TC-83 Vero | others
CCOc1ccc(NC(=O)C2CCCN(C(=O)Nc3ccccc3)C2)cc1 (stereo unspecified) | -11% | 0% | -5% | 6% | 6.0%
Cc1cc(C(F)(F)F)n2ncc(C(=O)O)c2n1 | -6% | 0% | . | -3% | 0.1%
COc1ccc(OC)c(NC(=O)c2c(NC(=O)CCC(=O)O)sc3c2CCCCC3)c1 | 2% | 3% | 14% | 67% | 8.8%
O=C(CNC(=O)c1cccc(OC(F)F)c1)OCn1nnc2ccccc2c1=O | 5% | 6% | 1% | -12% | 1.2%
Nc1ccc(S(=O)(=O)Nc2nccc(/C=C/c3ccc(Cl)cc3)n2)cc1 | 3% | -9% | 8% | -10% | 0.1%
COCCCNCC1C(Oc2ccc(Cl)cc2)C(=O)N1c1ccccc1C (stereo unspecified) | -10% | -6% | 22% | -2% | i
Cc1cc(C)cc(NC(=O)COC(=O)CNC(=O)C2CCCCC2)c1 | 8% | -16% | . | 12% | i
COc1ccc(Cc2nc3ccc(C(=O)NC(C)c4cn(C)nc4C)cc3o2)cc1 (stereo unspecified) | 7% | -1% | 9% | 16% | 3.0%
Cc1cnc(NCCc2ccccc2)s1 | 5% | -2% | -3% | 44% | i
CC(C)OC(=O)Nc1ccc2c(c1)N(C(=O)CCN(C)C)c1ccccc1CC2 | -7% | -6% | 0% | -21% | 0.4%
CCOP(=O)(c1ccc(N(C)C)cc1)C(O)c1cc(OC)c(OC)c(OC)c1 (stereo unspecified) | 0% | -11% | 12% | -2% | 2.2%
CC(=O)c1cccc(NC2c3ccccc3C(=O)N2Cc2ccc3c(c2)OCO3)c1 (stereo unspecified) | -9% | 3% | 8% | 32% | 9.3% | VEEV TC-83 Vero 10K pilot screen=0.6
CCc1onc(C)c1C(=O)O | -6% | 2% | -9% | -3% | 0.5%
CCNC(=O)C(=O)Nc1ccc([N+](=O)[O-])cc1 | -1% | -14% | 4% | -6% | 0.4%
CC(C)NCC(O)COc1ccc(Br)cc1 (stereo unspecified) | 0% | -6% | -2% | 24% | 1.1%
O=C(COC(=O)c1ccncc1)Nc1ccccc1 | 1% | -3% | 3% | 11% | i
O=C(CSC(=S)N1CCCCC1)c1ccccc1 | 69% | -16% | -1% | ? | i
Cn1cc(C(=O)NC2C3CC4CC(C3)CC2C4)cn1 (stereo unspecified) | 7% | -10% | -7% | 36% | 0.4%
Cc1cc(C)n(CCNC(=O)c2cc(COc3ccc(F)cc3Cl)on2)n1 | 5% | -12% | -8% | -7% | 3.0%
CC(Oc1ccc(F)cc1)C(=O)Nc1cc(S(=O)(=O)N2CCOCC2)ccc1N1CCN(C)CC1 (stereo unspecified) | -1% | -5% | -7% | 5% | 1.2%
Cc1ccc(NC2CCCN(C(=O)c3snnc3C)C2)cc1C (stereo unspecified) | 2% | 8% | -17% | 8% | 0.4%
Cc1onc(-c2c(F)cccc2Cl)c1C(=O)NCCN1CCNC1=O | -2% | . | 3% | -2% | i
COc1ccc(C(=O)NCc2ccccn2)cc1[N+](=O)[O-] | 8% | -8% | 2% | -7% | i
COc1ccc(OCC(=O)N2CCN(C(=O)c3cccc4ccccc34)CC2)cc1 | -14% | 3% | 3% | 19% | i
COc1ccc(/C=C/C(=O)OCC(=O)c2ccccc2F)cc1 | 11% | -18% | . | 41% | 1.3%
Cc1cc(=O)[nH]c2ccc(Cc3ccccc3)cc12 | . | 0% | . | . | i
O=C(NCCCn1ccnc1)c1ccc(NS(=O)(=O)c2ccc(Cl)c(Cl)c2)cc1 | -2% | -1% | 6% | -2% | 2.0%
O=C(Nc1ccc(CN2CCCCC2)cc1)c1sc2ccccc2c1Cl | 5% | -14% | 6% | 79% | 0.8%
O=C1CC(N(CCc2ccccc2)C(=S)Nc2cc(Cl)ccc2Cl)C(=O)N1c1c(Cl)cccc1Cl (stereo unspecified) | 0% | 5% | -3% | 31% | 0.6%
O=[N+]([O-])c1cc(N=Nc2ccc3ccccc3c2)ccc1O | 0% | 16% | -2% | i | 1.1%
CN(CC(=O)Nc1ccccc1Cl)C(=O)COC(=O)c1cc(S(=O)(=O)N(C)C)ccc1N1CCCC1 | -1% | 10% | 6% | 11% | 4.9%
Cc1ccc2c(c1)cc(CN(C(=O)N1CCOCC1)C1CCCC1)c1nnnn12 | 0% | 0% | 4% | 8% | 4.5%
Cc1ccc(C)c(OCC(=O)Nc2ccc(N3CCOCC3)cc2N2CCOCC2)c1 | -5% | 12% | . | 5% | 0.8%
CC(=O)N1c2ccccc2C(C)CC12CCCCC2 (stereo unspecified) | 0% | 2% | 1% | 15% | 1.4% | VEEV TC-83 Vero 10K pilot screen=0.4
COC(=O)C1=C(C)NC(=O)/C1=C\N(C)C | 2% | 0% | 4% | -2% | 0.1%
CC(=O)/C(=N\Nc1ccc(C)cc1)Sc1nncn1C | -2% | -4% | -8% | -36% | 1.2%
Cc1ccc(CN(CC(=O)NCC2CCCO2)S(=O)(=O)c2ccc(C)cc2)cc1 (stereo unspecified) | 7% | -2% | 18% | 1% | i
O=C(OCC(=O)c1ccc([N+](=O)[O-])cc1)/C(=C\c1ccc(Cl)cc1)NC(=O)c1ccccc1 | ? | -13% | 5% | ? | i
COc1ccc(NS(=O)(=O)c2cccc(C(=O)NNC(=O)CN3C(=O)NC(C)(C)C3=O)c2)cc1 | -4% | -6% | 4% | -11% | 2.4%
CN(C)C(=O)NC1c2ccccc2-c2ccccc21 | -2% | -1% | 10% | -5% | i
CCN(CC(=O)Nc1cc(Cl)ccc1C)C(=O)CN1C(=O)NC(CC)(c2ccccc2)C1=O (stereo unspecified) | 1% | -3% | 4% | 6% | 6.4%
CCOc1ccccc1NC(=O)CCCc1ccc(OC)c(C)c1 | 6% | -5% | -6% | 67% | i
CCOc1cc(S(=O)(=O)N2CCOCC2)ccc1F | -5% | -1% | 5% | -8% | 1.5%
COc1ccc(-c2cc(C(=O)N/N=C/c3cccnc3)c3cc(C)cc(C)c3n2)cc1 | -3% | 2% | -2% | 4% | 11%
CC12CCC(=O)N1C(C(=O)OCC(=O)Nc1cccc(Br)c1)CS2 (stereo unspecified) | -3% | -4% | -20% | -1% | 0.6%
CCCCOc1ccc(-c2nc(=S)[nH][nH]2)cc1 | -6% | 6% | 2% | 9% | i
CC1CCCCN1C(=O)COc1ccc(NC(=O)c2ccco2)cc1 (stereo unspecified) | -1% | 2% | -18% | -3% | 1.7%
COc1ccccc1S(=O)Cc1ccc(C(=O)NCc2ccccc2Cl)o1 (stereo unspecified) | -3% | -5% | -22% | 17% | 5.1%
CN(C)CC(=O)c1ccc(-c2ccccc2)cc1 | -6% | 3% | -1% | 35% | 0.5%
Cc1n[nH]c(=O)nc1N1CCc2ccccc2C1 | -2% | 0% | 0% | -2% | 1.8%
Cc1ccccc1NC(=O)Cc1nc(COC(=O)CC(C)c2ccccc2)cs1 (stereo unspecified) | . | -4% | . | . | 2.8%
O=C(Cn1c(=O)oc2ccccc21)Nc1ccc(F)cc1 | -4% | -3% | 16% | 2% | 0.5%
CCn1cc(C(=O)N[C@@H](CCSC)C(=O)NCCCn2ccnc2)c(=O)c2cc3c(cc21)OCO3 | 0% | 5% | 6% | -5% | 1.3%
CS(=O)(=O)Nc1ccc(C2=NN(S(C)(=O)=O)C(c3cccs3)C2)cc1 (stereo unspecified) | 0% | 10% | 1% | -17% | 1.0%
COc1ccc(-n2nc(C(=O)NCC(=O)N3CCN(c4ccccc4F)CC3)c3ccccc3c2=O)cc1OC | 5% | 2% | -11% | -6% | 5.0%
COc1ccc(N(CC(=O)Nc2c(C)cccc2C)S(=O)(=O)c2ccccc2[N+](=O)[O-])c(OC)c1 | 8% | -1% | 11% | 27% | 7.7%
CCn1c(=O)c(C(=O)Nc2nc3ccccc3[nH]2)c(O)c2ccccc21 | ? | -28% | -6% | ? | 6.2%
Cc1ccc(-c2nc(-c3ccccn3)no2)cc1Cl | 41% | -5% | -8% | 17% | 4.9%
O=C(CSC1=NCCS1)NC(NC(=O)CSC1=NCCS1)c1ccccc1 | -4% | -2% | 0% | 15% | 1.6%
c1cc2nnnn2nc1N1CCCCCC1 | -1% | 8% | -6% | 0% | 0.3%

Next part (6 carried over from the part before).
SMILES | M. tuberculosis HTS | H1N1 NS1A inhibition | Salmonella PhoP GFP | tuberculosis growth | VEEV TC-83 Vero | others
COc1ccc(-n2nc(C(=O)NCC(=O)N3CCN(c4ccccc4F)CC3)c3ccccc3c2=O)cc1OC | 5% | 2% | -11% | -6% | 5.0%
COc1ccc(N(CC(=O)Nc2c(C)cccc2C)S(=O)(=O)c2ccccc2[N+](=O)[O-])c(OC)c1 | 8% | -1% | 11% | 27% | 7.7%
CCn1c(=O)c(C(=O)Nc2nc3ccccc3[nH]2)c(O)c2ccccc21 | ? | -28% | -6% | ? | 6.2%
Cc1ccc(-c2nc(-c3ccccn3)no2)cc1Cl | 41% | -5% | -8% | 17% | 4.9%
O=C(CSC1=NCCS1)NC(NC(=O)CSC1=NCCS1)c1ccccc1 | -4% | -2% | 0% | 15% | 1.6%
c1cc2nnnn2nc1N1CCCCCC1 | -1% | 8% | -6% | 0% | 0.3%
CC(C)CNC(=O)c1cc(S(=O)(=O)N2CCOCC2)ccc1N1CCCC1 | -11% | 36% | -9% | -13% | 2.1%
O=S(=O)(Nc1nc2ccccc2nc1N1CCN(c2ccccc2)CC1)c1ccc(F)cc1 | -4% | 17% | 9% | 2% | 2.3%
Cc1ccccc1SCc1noc(C(=O)NCC2CCCO2)c1C(=O)O (stereo unspecified) | 0% | -2% | 7% | -24% | 0.5% | VEEV TC-83 Vero 10K pilot screen=0.9
CCC(C(=O)NCc1cccnc1)n1nc(C)n2c(cc3occc32)c1=O (stereo unspecified) | 11% | 4% | 0% | -16% | 0.0%
O=C(NCc1ccccc1)N1CCN(c2ccccc2)CC1 | -1% | -1% | 0% | 36% | 1.5%
COc1cccc(CNc2ccc3[nH]c(=O)[nH]c3c2)c1OCc1ccccc1 | 0% | 15% | 0% | 32% | 6.9%
Cc1cc([N+](=O)[O-])nn1Cc1ccc(C(=O)N/N=C/c2ccc(O)cc2O)cc1 | 12% | 3% | 9% | 11% | 9.8%
O=C(c1cc([N+](=O)[O-])ccc1N1CCCC1)N1CCCCC1 | -3% | 4% | -4% | -3% | i
COCCn1c(SCC#N)nnc1-c1ccc2c(c1)OCO2 | -5% | -5% | -6% | 7% | i
Nc1cc2cccnc2cc1Cl | . | 2% | . | . | i
COC(=O)[C@H](C)NC(=O)/C=C/c1ccc(OC)cc1 | 1% | 5% | -7% | 10% | i
O=C(OCc1ccccc1)N1CCC2CC1c1cc(-c3ccccc3)ccc12 (stereo unspecified) | . | -8% | . | . | 0.4%
CCCN1CCN(S(=O)(=O)c2ccc3c(c2)CC(C)N3C(=O)C2CC2)CC1 (stereo unspecified) | -8% | 9% | 4% | 0% | i
Cn1c(=O)c2cc(S(=O)(=O)NCCC(=O)Nc3ccccc3F)ccc2n(C)c1=O | -4% | 0% | -1% | -3% | 3.0% | VEEV TC-83 Vero 10K pilot screen=0.5
COc1ccc(CN(C)CC(=O)NC2CCCc3ccccc32)cc1OC (stereo unspecified) | -4% | 3% | -1% | 0% | 1.4%
C/C(CC(=O)Nc1ccccn1)=N\NC(=O)C(=O)Nc1cccc(Cl)c1C | 3% | -22% | -2% | 28% | 4.2%
C=CCN1C(=O)/C(=C/c2ccc(O)c(OC)c2)S/C1=N/c1nccs1 | -1% | 2% | 0% | 28% | 10.0%
COc1ccc(CC(=O)N/N=C(/C)CC(=O)N(C)c2ccccc2)cc1 | 2% | 7% | 4% | -17% | 1.0%
CC(C)CC(=O)c1c[nH]c(C(=O)NCc2ccccc2)c1 | 14% | -7% | 5% | 5% | 0.9%
CN(C(=O)COC(=O)c1ccc([N+](=O)[O-])cc1N)c1ccccc1 | 7% | -9% | -17% | 2% | 2.8%
Cc1cc2nc(-c3cccc(NC(=O)c4ccc(Br)o4)c3)oc2cc1C | 3% | 10% | -7% | 13% | 8.1%
COC(=O)c1sc(N2C(=O)c3oc4ccccc4c(=O)c3C2c2cccc(O)c2)nc1C (stereo unspecified) | 1% | 17% | -9% | 32% | 3.6%
Cc1occc1-c1nnc(SCC(=O)Nc2ccccc2)n1C | 1% | 0% | -4% | -6% | 1.3%
Cc1cccc(C(=O)NNS(=O)(=O)c2ccccc2[N+](=O)[O-])c1 | -4% | 2% | 4% | 8% | 1.0%
